# STAT3 blocker – inhibitors of IL-6 induced STAT3 signaling. U3A cells, IL-6 STAT3-luciferase reporter, luminescence; host cell line lacks STAT1. inhibition, % at 5.5 µM. 190,000 compounds, 0.89% hits. AID 862;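 active = inhibition above the mean inhibition across all screened compounds plus 3 SD, cut at about 44% in these data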;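 also: 0% = DMSO only wells and 100% = 100 µM nifuroxazide control wells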
# PPARg SRC1 recr – agonists of human PPARgamma SRC-1 coactivator recruitment; P37231; PPARgamma-SRC-1 coactivator recruitment biochemical assay; activation, % at 8 µM; 200,000 compounds, 0.41% hits; in the data active = activation above about 19%;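 also: 0% = DMSO and 100% = reference agonist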
# SRC2 TRFRET art – flags TR-FRET format artefacts in PPARgamma SRC-2 recruitment agonist screen | TR-FRET artefact counter-screen; stronger effect = higher value | TR-FRET ratio at 8 µM | 200,000 compounds, 0.4% hits | AID 1049; in the data active = TR-FRET ratio above about 2000; also: inactives centre near 1500
# TLR4 MyD88 comp – TLR4-MyD88 interaction inhibition in cells. O00206+Q99836. HeLa CL3-4 TLR4/MyD88 BLA complementation, FRET ratio. inhibition, % at 8.4 µM. 200,000 compounds, 0.18% hits; in the data active = inhibition above about 25%;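 also: 0% = vehicle and 100% = reference inhibitor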
# PPARg SRC2 recr – promotes SRC-2 coactivator recruitment by human PPARgamma; AID 1032; PPARgamma LBD-SRC-2 recruitment, biochemical; P37231; activation, % at 8 µM; 200,000 compounds, 0.34% hits; in the data active = activation above about 22%;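 also: 0% = vehicle and 100% = reference agonist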
# STAT1 blocker – inhibitors of IFN-gamma induced STAT1 signaling; NIH 3T3 STAT1-luciferase reporter, luminescence; inhibition, % at 5.5 µM; 200,000 compounds, 0.35% hits; AID 920;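 active = inhibition above a set limit, the mean inhibition across all tested compounds plus 3 SD, cut at about 34% in these data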;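 also: 0% = IFN-gamma with DMSO and 100% = IFN-gamma with 300 µM nifuroxazide; values of inactives mirror those of a sister screen read the other way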
# STAT3 activator – STAT3 signaling activation. U3A cells, IL-6 STAT3-luciferase reporter, luminescence; 100% = signal with IL-6 EC80 alone. activation (% of control), % at 5.6 µM. 190,000 compounds, 0.91% hits. AID 871;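 active = activation above the screen-wide mean of compound activation plus 3 SD, cut at about 130% in these data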;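 also: 0% = background luminescence of wells with medium and substrate only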
#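 Material: STAT3-luciferase reporter U3A cells; Probe or stimulus: IL-6 (33 ng/mL); Incubation: compound pre-incubation 1 h before IL-6, then 6 h stimulation at 37 °C; Technique: luminescence from STAT3-driven luciferase reporter; Evaluation: % activation versus median of IL-6-stimulated wells; Controls: IL-6-only high control.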
# S1P3 antag – S1P3 (human) receptor antagonism; 170,000 compounds, 0.27% hits; CHO S1P3 NFAT-BLA reporter, FRET fluorescence, antagonist mode; inhibition, % at 4.98 µM;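 active = inhibition above the plate cutoff, the mean inhibition of test wells on that plate plus 3 SD, cut at about 28% in these data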;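 also: cells challenged with S1P at its EC80 of 0.8 µM; blue over green emission ratio from cleaved BLA substrate after 4 h stimulation; 0% = S1P-stimulated wells and 100% = unstimulated DMSO-only wells; some compounds past the cut are filed as inactive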
# Target sequence (Q99500 whole entry, looked up): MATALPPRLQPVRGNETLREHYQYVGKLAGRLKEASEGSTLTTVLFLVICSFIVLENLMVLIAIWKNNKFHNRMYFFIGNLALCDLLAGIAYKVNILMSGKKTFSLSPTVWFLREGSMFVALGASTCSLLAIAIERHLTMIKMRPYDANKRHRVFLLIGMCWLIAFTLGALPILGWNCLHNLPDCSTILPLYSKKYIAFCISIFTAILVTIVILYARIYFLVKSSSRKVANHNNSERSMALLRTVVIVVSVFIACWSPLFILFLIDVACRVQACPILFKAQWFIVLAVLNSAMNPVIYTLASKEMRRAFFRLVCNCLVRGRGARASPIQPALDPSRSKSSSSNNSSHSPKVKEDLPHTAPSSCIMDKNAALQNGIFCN
# RAM network inh – inhibitors of the yeast RAM network. S. cerevisiae dse1pr::URA3 reporter, 5-FOA growth OD615, 2 d; analog-sensitive cbk1-as2 kinase mutant strain. inhibition, % at 50 µM. 190,000 compounds, 1.8% hits. AID 868;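 active = inhibition above a set limit, 3 SD over mean compound inhibition, cut at about 8.4% in these data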;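 also: 0% = DMSO-only wells with no growth and 100% = 10 µM 1-NA-PP1 full growth; inhibition rescues growth on 5-FOA so higher OD means more RAM inhibition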
# ROMK primary – human ROMK K+ channel modulation, primary screen. P48048. B-score at 10 µM. 130,000 compounds, 2% hits. Tet-inducible ROMK, thallium flux fluorescence; actives lie on both sides;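 active = signal ratio slope over the read window, or its plate-corrected B-score, at least 3 SD from the plate mean, either direction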;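 also: B-score of the F/F0 ratio slope over 7 to 12 s after thallium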
# Target sequence (P48048 whole entry, looked up): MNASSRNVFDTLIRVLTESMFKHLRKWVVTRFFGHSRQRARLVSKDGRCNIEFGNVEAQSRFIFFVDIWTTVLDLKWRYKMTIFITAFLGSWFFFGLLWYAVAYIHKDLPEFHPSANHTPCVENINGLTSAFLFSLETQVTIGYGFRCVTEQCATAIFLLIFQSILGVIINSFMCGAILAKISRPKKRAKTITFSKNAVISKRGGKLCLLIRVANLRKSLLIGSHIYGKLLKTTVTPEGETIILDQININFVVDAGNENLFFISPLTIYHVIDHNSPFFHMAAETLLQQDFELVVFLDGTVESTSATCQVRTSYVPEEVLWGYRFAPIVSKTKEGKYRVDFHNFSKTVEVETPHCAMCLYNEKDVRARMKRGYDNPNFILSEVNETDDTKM
# PPARg SRC3 recr – PPARgamma-driven SRC-3 recruitment agonism | P37231 | biochemical PPARgamma/SRC-3 coactivator recruitment assay | activation, % at 8 µM | 200,000 compounds, 0.26% hits | AID 731; in the data active = activation above about 23%;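 also: 0% = DMSO and 100% = reference agonist; some compounds past the cut are filed as inactive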
# Numbers without * were called inactive; . = not tested or not shown.
# Results follow in this order: STAT3 blocker	PPARg SRC1 recr	SRC2 TRFRET art	TLR4 MyD88 comp	PPARg SRC2 recr	STAT1 blocker	STAT3 activator	S1P3 antag	RAM network inh	ROMK primary	PPARg SRC3 recr
O=C(CNC(=S)NC(=O)c1ccc(Br)o1)c1ccccc1
  12	-1	1423	8	-3	1	96	-10	4.3	1.1	-3
Cc1ccccc1NC(=O)c1cccc(NC(=O)CCC(=O)O)c1
  16	4	1651	-9	4	7	93	-1	0.5	1.1	0
O=C(c1cc2ccccc2[nH]1)N1CCOCC1
  -39	9	1561	-13	4	2	135*	10	1.3	0.081	3
CCC(C(=O)c1ccc(O)cc1)c1ccccc1 (stereo not drawn)
  19	6	1702	-11	5	0	92	5	0.8	.	10
Cc1ccc(NCC(=O)NNC2=NCCC2)c(C)c1
  9	-1	1683	-4	3	3	95	-11	0.4	0.019	1
O=C(N/N=C/c1cccc([N+](=O)[O-])c1)c1cc(-c2ccc3c4c(cccc24)CC3)n[nH]1
  -5	-9	1437	-4	-6	-8	103	3	4.6	.	0
CCOC(=O)C1=C(c2ccccc2)OC(N)=C(C#N)C1c1ccc(Br)s1 (stereo not drawn)
  4	-2	1659	7	6	3	93	-5	8.1	.	9
COc1cccc(-n2c(N)c(C#N)c3ccc([N+](=O)[O-])cc3c2=O)c1
  2	0	1689	4	0	2	98	-1	1.3	.	1
C/C(CCc1ccco1)=N\NC(=O)CNc1cccc2ccccc12
  -32	-6	1403	8	0	-5	132	-16	2.3	-1.2	0
C=CCNC(=O)Cn1nc(-c2ccccc2)ccc1=O
  6	-8	1671	-4	-6	-3	99	-7	1.3	-0.25	-1
CC(C)Cc1c(O)nc(SCCN2CCOCC2)[nH]c1=O
  4	-2	1657	-5	-5	-1	102	-13	0.9	-0.46	2
O=C(CNc1ccc(F)cc1)N/N=C/C1CC=CCC1 (stereo not drawn)
  0	-5	1416	-1	-8	3	102	-2	0.7	0.32	1
CCOC(=O)c1ccc(N2C(=O)CC(N3CCC(Nc4ccc(F)cc4)CC3)C2=O)cc1 (stereo not drawn)
  16	5	1613	2	6	8	91	.	-0.3	-0.11	-2
CCOc1ccccc1N(CC(=O)NC(C)(C)C)C(=O)c1ccc(CN2CCOCC2)o1
  -4	-2	1476	-19	-7	-4	106	-17	0.9	1.2	-6
Cc1nn2c(N3CCN(C(=O)c4ccco4)CC3)cc(C(C)(C)C)nc2c1-c1ccccc1
  5	-4	1449	0	0	0	98	-9	0.4	0.56	-14
S=C1NCCOCCOCCOCCOCCNC(=S)NCCOCCOCCOCCOCCN1
  -2	-3	1455	-13	-12	-2	104	.	1.4	0.59	0
O=C(CNS(=O)(=O)c1ccc(Br)s1)Nc1ccc2c(c1)OCCO2
  -1	-3	1583	6	6	-9	104	-1	-0.3	.	1
Cc1c(Cl)cccc1NC(=S)NC(=O)CCN1C(=O)c2ccccc2C1=O
  -4	-7	1463	-8	-11	6	107	-18	1.8	0.23	-1
O=c1cc(Nc2cccc(Br)c2)[nH]c(=O)[nH]1
  3	2	1449	7	5	-6	98	-4	2.6	-0.67	0
CC(C)Cc1nc2oc3c(NCc4cccnc4)ncnc3c2c2c1CCC2
  15	-2	1455	-2	2	-7	91	17	1.3	.	1
CC(C)C(=O)NC(=S)Nc1sc2c(c1C(N)=O)CCCC2
  -3	2	1521	-6	-2	-10	107	3	3.9	-1.2	6
CC1CCN(CCCOc2ccc(Br)cc2Cl)CC1
  0	9	1641	-6	0	-12	104	15	0.6	-0.21	0
CC(C)CCn1c(N2CCc3ccccc3C2)nc2c1c(=O)[nH]c(=O)n2C
  2	4	1583	0	-5	1	99	-4	1.4	0.55	3
O=[N+]([O-])c1cccc(CSc2nnc3ccccn23)c1
  0	10	1423	2	3	-16	102	3	1.0	0.85	4
Cc1ccc(/C=N/NC(=O)C(C)NC(=O)c2ccccc2)cc1 (stereo not drawn)
  14	-8	1592	-8	-8	-2	97	-13	-0.4	0.17	-2
O=C1CC(c2ccc(F)cc2)CC(O)=C1C1NCCc2ccccc21 (stereo not drawn)
  7	10	1574	4	14	-4	103	.	0.2	.	10
COCCOCCn1c(CCCO)nc2ccccc21
  0	5	1497	-6	9	1	103	-1	0.2	0.64	-2
COc1ccc(OCC(=O)NCCc2ccc(S(N)(=O)=O)cc2)cc1
  0	-4	1543	4	8	11	100	.	0.0	-0.003	7
CCOC(=O)c1ccc(N2N=C(C)/C(=C/C=C/c3ccco3)C2=O)cc1
  -11	-6	1433	3	-2	6	112	.	3.0	0.42	5
O=C(O)C1CC(=O)N(CCc2c[nH]c3ccccc23)C1 (stereo not drawn)
  7	4	1694	-16	7	0	97	-5	1.6	0.93	-3
Cc1ccc2nc(N=C(N)N)nc(C)c2c1
  3	-8	1495	5	-3	7	98	-8	1.0	-2.2	-4
CC[N+](C)(CC)CC(O)COCC1COc2ccccc2O1 (stereo not drawn)
  1	8	1741	0	6	6	95	-2	0.6	.	-5
COc1ccc2c(C)cc(SCC(=O)N(C)C3CCS(=O)(=O)C3)nc2c1 (stereo not drawn)
  4	11	1490	7	6	5	103	13	1.5	-1.6	6
COC(=O)C(NNc1ccc(F)cc1)(NC(=O)c1ccccc1)C(F)(F)F (stereo not drawn)
  13	5	1640	10	2	15	90	1	0.2	.	4
CCOc1cc(N2CCOCC2)c(OCC)cc1NC(=O)c1ccc(NC(C)=O)cc1
  -5	2	1453	2	-2	-2	106	-8	0.8	0.23	2
CC(C)c1ccc(C(=O)NC2=NCCS2)cc1
  34	-1	1680	-5	6	-52	72	5	-0.1	-0.018	5
CSc1sc(C(=O)O)c2c1C(=O)CCC2
  4	11	1643	-5	11	-1	100	.	2.9	0.21	9
CSCCC(NC(N)=O)C(=O)Nc1ccc(C)cc1 (stereo not drawn)
  11	3	1543	-1	4	-2	95	0	0.5	-0.44	3
Cc1ccc(NC(=O)CN2C(=O)S/C(=C/c3ccc(-c4cc(C(=O)O)ccc4C)o3)C2=O)cc1C
  0	-1	1527	0	2	-4	100	.	4.0	-1	-3
O=C(O)c1cccc(NC(=S)N/N=C/c2ccccc2OCc2ccc(Br)cc2)c1
  9	6	1566	-5	-1	-11	94	12	3.5	.	-3
CN(C)c1c([N+](=O)[O-])ncn1C
  8	-4	1344	1	-3	-4	98	.	-1.0	0.79	-10
CCOC(=O)c1cc2sccc2n1CC(=O)N1CCN(C(=O)c2ccco2)CC1
  12	-3	1589	-11	1	6	92	-18	0.4	0.54	-13
O=C(CSc1nnc(C2CC2)n1Cc1ccccc1)NCc1ccccc1
  4	6	1713	-10	-4	6	100	.	0.4	.	-2
O=C(COc1ccccc1Cl)Nn1cnnc1
  5	-6	1558	12	1	-5	100	-64	-0.4	.	3
CCCCNC(=O)CN(C1CCCCC1)S(C)(=O)=O
  2	8	1585	-12	9	3	100	14	1.5	0.67	1
Cc1cc(NC(=O)c2cc(C3CC3)on2)n(-c2ccccc2)n1
  4	1	1578	-1	8	4	101	-8	3.0	.	3
O=C(CSc1nnc(NC(=O)Cc2ccccc2)s1)NCC1CCCO1 (stereo not drawn)
  3	5	1578	3	6	0	103	-17	-1.4	-0.34	1
O=C(Nc1ccc(-c2nc3ccccc3o2)cc1)c1cc(-n2cnnc2)ccc1Cl
  41	2	1710	5	3	-18	69	.	3.8	.	10
CN(C(=O)c1cccs1)c1ccccc1C(=O)O
  0	4	1646	-11	0	-4	102	-8	-0.1	.	2
COc1cccc(NC(=O)C(c2ccccc2)N2CCNC(=O)C2)c1 (stereo not drawn)
  -8	7	1785	4	10	4	110	-7	1.5	0.25	2
C=CCc1ccc(OCCCCNC(C)CC)c(OC)c1 (stereo not drawn)
  -2	3	1494	-11	4	-2	101	-5	-0.5	-1.4	-2
COc1ccc(C2/C(=C(/O)c3ccc(C)cc3)C(=O)C(=O)N2C)cc1 (stereo not drawn)
  0	3	1490	4	-5	1	102	3	0.9	-0.52	-5
CC1(C(=O)NCCN2CCOCC2)C=CC2(CCCCC2)N1C(=O)c1ccccc1 (stereo not drawn)
  -1	2	1602	-2	12	-4	99	3	1.5	0.24	-1
O=C(CSc1ccc2nnc(-c3cccnc3)n2n1)N1CCOCC1
  3	1	1644	-1	4	-4	105	-21	2.7	.	6
O=[N+]([O-])c1ccc(N2CCOCC2)cc1N1CCCCC1
  7	8	1767	-1	6	-3	96	1	1.7	-0.087	6
COc1cccc(NC(=O)C23CCC(C)(C(=O)O2)C3(C)C)c1 (stereo not drawn)
  9	3	1476	5	4	1	97	.	5.0	0.076	0
Cc1cccc(C)c1NC(=O)CC1SC2=NCCN2C1=O (stereo not drawn)
  -8	3	1555	1	11	-6	107	.	0.5	-0.3	-1
Cc1ccc(-c2csc(/C(C#N)=C(\O)CCl)n2)cc1
  15	1	1640	-9	6	-42	94	3	5.2	-3.3*	7
Cc1nc2c(-c3ccccc3)c[nH]n2c(=O)c1Cc1ccccc1
  -7	4	1470	-6	-8	-46	107	2	3.5	0.3	0
Clc1ccc(SCc2cc(N3CCOCC3)nc(-c3ccccn3)n2)cc1
  -6	-4	1413	4	5	2	109	-1	-0.6	-0.0023	2

# (next part)
# Results follow in this order: STAT3 blocker	PPARg SRC1 recr	SRC2 TRFRET art	TLR4 MyD88 comp	PPARg SRC2 recr	STAT1 blocker	STAT3 activator	S1P3 antag	RAM network inh	ROMK primary	PPARg SRC3 recr
CC1(C)CC(=O)c2sc(NS(=O)(=O)c3ccccc3)nc2C1
  11	1	1546	-1	1	2	94	2	1.5	-0.27	-7
CCc1ccccc1NC(=O)/C(C#N)=C/c1ccc(Sc2ccccc2)o1
  31	0	1575	12	7	8	75	-6	16*	-0.93	9
CCOc1ccc(-n2nc(C(=O)N3CCN(CC)CC3)c3ccccc3c2=O)cc1
  -4	1	1315	7	-2	-2	105	.	3.7	.	-8
CCOC(=O)c1c(C)[nH]c(C(=O)COC(=O)CNC(=O)c2ccc(Cl)cc2Cl)c1C
  -2	4	1631	-1	-5	-10	103	-3	3.6	.	3
Nc1ccc2oc(-c3cccc4ccccc34)nc2c1
  18	7	1403	11	2	-13	88	7	-0.6	-0.3	10
COc1cccc2[nH]c3c(N4CCN(Cc5ccc6c(c5)OCO6)CC4)ncnc3c12
  18	6	1680	0	4	-4	88	16	1.0	.	10
O=C(NCc1nnc(SCC(=O)N2CCCC2)o1)c1ccccc1F
  3	1	1517	0	5	1	103	.	0.9	0.27	1
